From PubChem
NR2E3 ag-1: NR2E3 agonists in two-hybrid cells, primary screen, cell-based, luminescence, CHO-S, Gal4-NCOR/VP16-NR2E3 | hit rate 0.35% among 360,000 | Photoreceptor-specific nuclear receptor (Homo sapiens), Q9Y5X4 | luciferase | inhibition of corepressor binding, % at 3.98 µM | AID 602229, 2012;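 active = inhibition above the mean of all tested compounds plus 3 SD, cut at about 70% in these data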;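 also: 0% = DMSO with NR2E3 transfected cells and 100% = cells lacking NR2E3 construct; higher means lower luciferase signal from less NR2E3 corepressor binding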
Target sequence (Q9Y5X4 whole entry, looked up, the tested form may be a part): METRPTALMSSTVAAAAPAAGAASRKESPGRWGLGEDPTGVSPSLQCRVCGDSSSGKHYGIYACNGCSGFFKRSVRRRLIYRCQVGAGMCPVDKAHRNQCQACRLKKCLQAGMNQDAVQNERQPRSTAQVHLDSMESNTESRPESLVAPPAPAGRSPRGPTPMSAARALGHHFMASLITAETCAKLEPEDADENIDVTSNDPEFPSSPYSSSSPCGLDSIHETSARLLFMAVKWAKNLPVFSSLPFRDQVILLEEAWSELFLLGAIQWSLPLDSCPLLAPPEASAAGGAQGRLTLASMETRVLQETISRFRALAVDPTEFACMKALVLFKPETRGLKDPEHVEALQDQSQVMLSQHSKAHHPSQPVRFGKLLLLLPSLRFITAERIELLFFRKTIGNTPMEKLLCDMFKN
HIF-2a inh: HIF-2a reporter inhibitors, primary screen, luminescence, 786-0 RCC cells | 786-0 RCC cells HIF-2a reporter, luciferase luminescence, overnight | inhibition, % at 18.8 µM | hit rate 0.72% among 360,000;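 active = inhibition of the luminescence signal of 40% or more relative to plate controls, in a single-dose primary screen at 18.75 µM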
hiPSC survival: enhancers of single-cell hiPSC survival, primary screen, ATPlite luminescence; 100% = ROCK inhibitor wells, 0% = DMSO; survival enhancement, % at 20 µM; hit rate 0.044% among 360,000; AID 602274, 2012; in the data active = survival enhancement above about 18%;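 also: cells exposed to compounds for 16 hours before the ATP read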
EBV LMP1 NFkB: EBV LMP1-driven NF-kappaB luciferase reporter inhibitors, primary screen, cell-based, luminescence, single point | LMP1-induced NF-kappaB luciferase reporter cells | AID 504558, 2011 | inhibition, % at 12.5 µM | hit rate 0.69% among 350,000; in the data active = inhibition above about 41%;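 also: 0% = neutral control wells and 100% = reference inhibitor control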
MITF TRPM1 inh: inhibitors of MITF-dependent TRPM1 promoter reporter, primary screen, cell-based, SK-MEL-5, single point, luciferase. SK-MEL-5 TRPM1 promoter luciferase, 24 h. inhibition, % at 12.5 µM. hit rate 0.83% among 330,000;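 active = mean inhibition across replicates of 60% or more, whatever share of single replicates reaches that level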; also: values of inactives mirror those of a sister screen read the other way
Peg3 promoter: Peg3 promoter-driven luciferase inhibitors, primary screen, cell-based, HeLa, luciferase luminescence. HeLa PEG-Prom luciferase reporter, overnight. inhibition, % at 20 µM. hit rate 1.7% among 360,000. AID 588405, 2011;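 active = inhibition of at least 50% at 20 µM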
NR2E3 ag-2: inhibitors of NR2E3-RetCOR corepressor binding, primary screen, NR2E3 agonist project, biochemical, TR-FRET, GST-NR2E3, biotin-RetCOR; inhibition of corepressor binding, % at 4.78 µM; 1536-well; Photoreceptor-specific nuclear receptor (Homo sapiens), Q9Y5X4; AID 2300, 2010; hit rate 0.12% among 320,000;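 active = percent inhibition above the cutoff of mean plus 3 SD of all tested compounds, set per screening campaign, cut at about 20% in these data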;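 also: 0% = DMSO wells and 100% = biotin wells as full block of FRET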
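Material: NR2E3–RetCOR corepressor complex / Amount: 1.35 nM GST-NR2E3 / Medium: Tris pH 7.5 / Compound: single nominal compound dose of 4.8 µM / Incubation: 5 h at 4 °C / Technique: TR-FRET, Eu(K)-anti-GST donor, streptavidin-D2 acceptor, ex 340, em 617/671 nm / Read-out basis: percent loss of FRET ratio relative to control wells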
C8 TRAIL sens: viability loss with TRAIL in NB7+C8 cells, primary screen, TRAIL sensitizer project, cell-based, ATPlite luminescence; inhibition (viability loss, TRAIL sensitization), % at 10 µM; hit rate 1% among 360,000; AID 624354, 2012;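 active = compounds causing at least 50% loss of cell viability in the single-dose screen, relative to plate controls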
Shn3 3UTR inh: reduction of Shn3 3'UTR firefly luciferase signal, primary screen, Schnurri-3 inhibitor project, cell-based, Clone20 osteoblasts, set 2 | Clone20 osteoblast Shn3 3'UTR firefly luciferase, 24 h | inhibition, % at 12.5 µM | hit rate 0.52% among 360,000;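 active = mean inhibition of at least 75% with every replicate also reaching 75%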;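 also: 0% = median of neutral control wells and 100% = pilot-screen positive control compound; some compounds past the cut are filed as inactive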
CF NFkB inh: inhibitors of PAF-induced NF-kB signaling, primary screen, cell-based, GFP fluorescence, uHTS; KKLEB NF-kB-GFP reporter, GFP fluorescence overnight; inhibition, % at 5 µM; hit rate 0.86% among 360,000;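 active = at least 50% inhibition at 5 µM, scaled per plate between neutral and stimulator controls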;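 also: PAF is a Pseudomonas aeruginosa culture filtrate used as stimulus; plate controls were PAF-stimulated DMSO wells for no effect and unstimulated DMSO wells for full effect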
KKLEB cytotox: cytotoxicity in KKLEB CF airway cells, primary screen, cytotoxicity control for CF NF-kB inhibitor project, cell-based, uHTS, fluorescence assay plates; KKLEB CF airway cells viability, ATPlite luminescence, overnight; hits give low values; cells stimulated with P. aeruginosa culture filtrate; hit rate 0.36% among 360,000; AID 602141, 2011; activity change (cytotoxicity), % at 5 µM;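 active = corrected activity change at or below -50% at 5 µM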
Starred values were filed as active, the others as inactive.

Screening CC1CCCN(C(=O)CNC(=O)c2sc3ccccc3c2Cl)C1 (centres undefined) returned NR2E3 ag-1 -140.3, HIF-2a inh -265.4, hiPSC survival -0.3, EBV LMP1 NFkB -39.4, MITF TRPM1 inh -121.3, Peg3 promoter -298.2, C8 TRAIL sens 1.6, Shn3 3UTR inh -143.2, CF NFkB inh 16.3 and KKLEB cytotox -18.7.
Screening CCn1nnc(NC(=O)Cc2ccc(Cl)cc2)n1 returned NR2E3 ag-1 5.5, HIF-2a inh 11.1, hiPSC survival 2.0, EBV LMP1 NFkB 2.0, MITF TRPM1 inh -3.4, Peg3 promoter 6.7, NR2E3 ag-2 1.4, C8 TRAIL sens -6.4, Shn3 3UTR inh 4.8, CF NFkB inh -2.3 and KKLEB cytotox -2.8.
For CN1C(=O)SC(Nc2ccccc2C(=O)O)C1=O (centres undefined) the results were NR2E3 ag-1 16.4, HIF-2a inh 4.8, hiPSC survival 1.6, EBV LMP1 NFkB -1.0, MITF TRPM1 inh -2.4, Peg3 promoter 4.5, NR2E3 ag-2 -3.3, C8 TRAIL sens -4.2, Shn3 3UTR inh -2.7, CF NFkB inh -9.7 and KKLEB cytotox 0.9.
`O=C(O)C(Cc1ccccc1)N1CCS(=O)(=O)CC1` (centres undefined) gave NR2E3 ag-1 1.2, HIF-2a inh 18.8, hiPSC survival 0.8, EBV LMP1 NFkB -7.5, MITF TRPM1 inh 12.1, Peg3 promoter -2.3, NR2E3 ag-2 1.5, C8 TRAIL sens 5.4, Shn3 3UTR inh -8.8, CF NFkB inh -5.4 and KKLEB cytotox 10.4.
CC/C(=N/Nc1cccc(Cl)c1)c1cnnc(SC)n1 was read as NR2E3 ag-1 9.3, HIF-2a inh 11.8, hiPSC survival -0.1, EBV LMP1 NFkB 1.7, MITF TRPM1 inh -0.9, Peg3 promoter 21.2, NR2E3 ag-2 5.2, C8 TRAIL sens 12.8, Shn3 3UTR inh -13.4, CF NFkB inh 1.1 and KKLEB cytotox -1.8.
Screening Cc1nc(SCC(=O)c2c(N)n(C3CC3)c(=O)[nH]c2=O)[nH]c(=O)c1CCO returned NR2E3 ag-1 -9.7, HIF-2a inh 3.1, hiPSC survival -0.3, EBV LMP1 NFkB -3.8, MITF TRPM1 inh 16.2, Peg3 promoter -1.7, NR2E3 ag-2 2.1, C8 TRAIL sens -12.4, Shn3 3UTR inh 13.1, CF NFkB inh 7.8 and KKLEB cytotox 6.5.
O=C(/C=C/c1cccc(Oc2ccccc2)c1)N1CCOCC1 was read as NR2E3 ag-1 -79.8, HIF-2a inh -180.9, hiPSC survival 0.6, EBV LMP1 NFkB -17.9, MITF TRPM1 inh -62.6, Peg3 promoter -221.0, NR2E3 ag-2 -0.4, C8 TRAIL sens 21.4, Shn3 3UTR inh -89.8, CF NFkB inh 0.1 and KKLEB cytotox 3.3.
`CCc1cc2c(NC(Cc3ccccc3)C(=O)O)nc(C)nc2s1` (centres undefined) gave NR2E3 ag-1 12.8, HIF-2a inh 13.1, hiPSC survival -0.2, EBV LMP1 NFkB 6.2, MITF TRPM1 inh 6.7, Peg3 promoter 12.2, NR2E3 ag-2 1.9, C8 TRAIL sens -4.2, Shn3 3UTR inh 6.2, CF NFkB inh -19.2 and KKLEB cytotox -9.2.
For COc1ccc(C(=O)N(C(C)C)C(C)C)c(OC)c1 the results were NR2E3 ag-1 -9.6, HIF-2a inh 21.3, hiPSC survival 1.9, EBV LMP1 NFkB 1.9, MITF TRPM1 inh -2.2, Peg3 promoter 14.4, NR2E3 ag-2 0.3, C8 TRAIL sens 0.5, Shn3 3UTR inh -4.6, CF NFkB inh -5.5 and KKLEB cytotox 4.6.
Screening COC(=O)c1c(NC(=O)C(=O)NCC2CCCO2)sc2c1CC(C)(C)OC2 (centres undefined) returned NR2E3 ag-1 -3.6, HIF-2a inh -4.2, hiPSC survival -0.3, EBV LMP1 NFkB 2.0, MITF TRPM1 inh -6.4, Peg3 promoter 19.2, NR2E3 ag-2 2.4, C8 TRAIL sens 1.2, Shn3 3UTR inh 7.1, CF NFkB inh -10.8 and KKLEB cytotox -1.4.
`O=C(NC(=S)Nc1cccc([N+](=O)[O-])c1)c1ccccc1` gave NR2E3 ag-1 -23.6, HIF-2a inh -186.1, hiPSC survival 1.8, EBV LMP1 NFkB -15.9, MITF TRPM1 inh -16.3, Peg3 promoter -84.8, NR2E3 ag-2 -0.8, C8 TRAIL sens -11.3, Shn3 3UTR inh -8.2, CF NFkB inh -8.5 and KKLEB cytotox 2.0.
`CC(C)C(=O)NC(NC(=O)C(C)C)c1ccc([N+](=O)[O-])cc1` gave NR2E3 ag-1 7.3, HIF-2a inh 13.7, hiPSC survival 1.9, EBV LMP1 NFkB 0.6, MITF TRPM1 inh -3.6, Peg3 promoter 14.3, NR2E3 ag-2 1.6, C8 TRAIL sens -6.3, Shn3 3UTR inh -1.3, CF NFkB inh 10.0 and KKLEB cytotox 7.4.
Screening O=C(CNCCCO)Nc1cc(C(F)(F)F)cc(NC(=O)CNCCCO)c1Cl returned NR2E3 ag-1 -11.4, HIF-2a inh 14.7, hiPSC survival -2.2, EBV LMP1 NFkB 1.5, MITF TRPM1 inh -11.1, Peg3 promoter -7.3, NR2E3 ag-2 -3.8, C8 TRAIL sens -11.8, Shn3 3UTR inh 10.1, CF NFkB inh 12.2 and KKLEB cytotox 3.5.
COc1ccc(Cl)cc1NC(=O)C(C)Sc1nncn1C (centres undefined) was read as NR2E3 ag-1 4.6, HIF-2a inh 8.5, hiPSC survival -0.5, EBV LMP1 NFkB 3.3, MITF TRPM1 inh 5.5, Peg3 promoter 11.7, NR2E3 ag-2 4.2, C8 TRAIL sens -11.0, Shn3 3UTR inh -0.3, CF NFkB inh 8.0 and KKLEB cytotox -7.7.
`CC1(C)CC(=O)C=C(c2ccc(F)cc2OCc2ccccc2)C1` gave NR2E3 ag-1 -5.4, HIF-2a inh -5.8, hiPSC survival 3.4, EBV LMP1 NFkB -8.4, MITF TRPM1 inh -5.6, Peg3 promoter 14.2, NR2E3 ag-2 2.3, C8 TRAIL sens 25.3, Shn3 3UTR inh -20.6, CF NFkB inh -4.1 and KKLEB cytotox 6.1.
Screening O=C(COc1ccc(F)cc1)Nc1cc(Cl)ccc1-n1cncn1 returned NR2E3 ag-1 -22.8, HIF-2a inh -51.0, hiPSC survival 0.9, EBV LMP1 NFkB -4.7, MITF TRPM1 inh -9.3, Peg3 promoter -105.7, NR2E3 ag-2 0.1, C8 TRAIL sens 2.9, Shn3 3UTR inh -33.9, CF NFkB inh -4.0 and KKLEB cytotox 6.9.
CC(=O)NC1(c2cccc(F)c2)CCN(C(=O)Nc2ccc(C#N)cc2)CC1 was read as NR2E3 ag-1 -20.9, HIF-2a inh 4.5, hiPSC survival 2.8, EBV LMP1 NFkB -1.4, MITF TRPM1 inh 3.1, Peg3 promoter 5.2, NR2E3 ag-2 -3.2, C8 TRAIL sens -6.2, Shn3 3UTR inh -6.4, CF NFkB inh 10.9 and KKLEB cytotox -7.5.
For Cc1cc(C(=O)Nc2cc(C(F)(F)F)ccc2N2CCOCC2)no1 the results were NR2E3 ag-1 29.6, HIF-2a inh 3.2, hiPSC survival 0.0, EBV LMP1 NFkB -0.8, MITF TRPM1 inh -8.2, Peg3 promoter 1.1, NR2E3 ag-2 3.5, C8 TRAIL sens 9.3, Shn3 3UTR inh 14.7, CF NFkB inh 14.6 and KKLEB cytotox -5.9.
For COC(=O)c1ccc(NCC(=O)c2ccccc2)cc1 the results were NR2E3 ag-1 -54.1, HIF-2a inh -124.3, hiPSC survival 0.4, EBV LMP1 NFkB -8.2, MITF TRPM1 inh -142.2, Peg3 promoter -35.4, NR2E3 ag-2 0.8, C8 TRAIL sens 0.3, Shn3 3UTR inh -44.1, CF NFkB inh -13.5 and KKLEB cytotox -0.8.
For CCCCn1c(N)c(N(CCOC)C(=O)c2cccc(S(=O)(=O)N(CC)c3ccccc3)c2)c(=O)[nH]c1=O the results were NR2E3 ag-1 13.1, HIF-2a inh 12.2, hiPSC survival -0.4, EBV LMP1 NFkB -0.4, MITF TRPM1 inh 3.6, Peg3 promoter 13.4, NR2E3 ag-2 0.2, C8 TRAIL sens 7.8, Shn3 3UTR inh -1.7, CF NFkB inh 3.0 and KKLEB cytotox 1.1.
`COCCN1C(=O)c2oc3cc(C)c(C)cc3c(=O)c2C1c1ccc(O)cc1` (centres undefined) gave NR2E3 ag-1 -4.0, HIF-2a inh 6.2, hiPSC survival 0.1, EBV LMP1 NFkB 1.5, MITF TRPM1 inh 15.2, Peg3 promoter 13.5, NR2E3 ag-2 -5.4, C8 TRAIL sens 13.5, Shn3 3UTR inh -2.4, CF NFkB inh 8.2 and KKLEB cytotox 1.9.
`CC(=O)NC(c1ccccc1)c1nc(-c2cncnc2)cs1` (centres undefined) gave NR2E3 ag-1 6.7, HIF-2a inh 2.8, hiPSC survival -2.6, Peg3 promoter 6.8, C8 TRAIL sens -10.1, Shn3 3UTR inh -18.4, CF NFkB inh -3.1 and KKLEB cytotox 2.3.
For Cc1sc2nc(CSCC(=O)NC3CCCCC3)[nH]c(=O)c2c1C the results were NR2E3 ag-1 -15.9, HIF-2a inh 5.4, hiPSC survival -0.4, EBV LMP1 NFkB 0.7, MITF TRPM1 inh 4.5, Peg3 promoter -3.0, NR2E3 ag-2 -0.1, C8 TRAIL sens -3.9, Shn3 3UTR inh -22.7, CF NFkB inh -8.8 and KKLEB cytotox 15.0.
CC1=CC(=O)C=CC1=Nc1ccc(N(C)C)cc1 was read as NR2E3 ag-1 -1.2, HIF-2a inh -37.5, hiPSC survival 1.3, Peg3 promoter -4.1, C8 TRAIL sens 16.4, Shn3 3UTR inh 18.4, CF NFkB inh 42.6 and KKLEB cytotox -5.2.

2 compounds picked at random from the list so far:
`CC1(C)CC(=O)C=C(c2ccc(F)cc2OCc2ccccc2)C1` gave NR2E3 ag-1 -5.4, HIF-2a inh -5.8, hiPSC survival 3.4, EBV LMP1 NFkB -8.4, MITF TRPM1 inh -5.6, Peg3 promoter 14.2, NR2E3 ag-2 2.3, C8 TRAIL sens 25.3, Shn3 3UTR inh -20.6, CF NFkB inh -4.1 and KKLEB cytotox 6.1.
For CN1C(=O)SC(Nc2ccccc2C(=O)O)C1=O (centres undefined) the results were NR2E3 ag-1 16.4, HIF-2a inh 4.8, hiPSC survival 1.6, EBV LMP1 NFkB -1.0, MITF TRPM1 inh -2.4, Peg3 promoter 4.5, NR2E3 ag-2 -3.3, C8 TRAIL sens -4.2, Shn3 3UTR inh -2.7, CF NFkB inh -9.7 and KKLEB cytotox 0.9.

This is a subset. The share of hits here may be higher or lower than overall.
